# GSIS activator: GLuc luminescence reporter in INS-1E cells, primary screen for activators of glucose-dependent secretion of insulin; AID 743287; INS-1E GLuc reporter insulin secretion, 2-3 h; hit rate 0.61% among 370,000; activation, % at 16.6 µM;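 active = lowest replicate activation of at least 40%, so every replicate reaches that level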;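 also: 0% = median of neutral control wells and 100% = median of IBMX positive control wells; some compounds called inactive have numbers as strong as hits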
# Casp6 inh: caspase-6 (human) enzyme inhibition. P55212. purified caspase-6, Z-VEID-R110 cleavage fluorescence. inhibition, % at 12.5 µM. hit rate 0.53% among 350,000. AID 686996;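 active = mean inhibition across replicates at least about 35%, with every replicate also reaching that limit, limit read from the data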;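 also: 0% = median of neutral control wells and 100% = no fluorescence left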
# Target sequence (P55212 24-179 limits assumed): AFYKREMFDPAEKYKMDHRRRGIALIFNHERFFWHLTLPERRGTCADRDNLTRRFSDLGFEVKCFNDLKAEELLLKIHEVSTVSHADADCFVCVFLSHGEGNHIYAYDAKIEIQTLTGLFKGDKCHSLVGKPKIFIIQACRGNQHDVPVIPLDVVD
# Target sequence (P55212 194-293 limits assumed): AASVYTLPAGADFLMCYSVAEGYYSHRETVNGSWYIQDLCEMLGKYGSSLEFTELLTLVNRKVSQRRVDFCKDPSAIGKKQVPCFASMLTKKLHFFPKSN
# XiGFP reactiv: X-chromosome reactivation activator. XiGFP mouse fibroblasts, % GFP-positive cells imaging, 3 d; cells co-treated with 5-aza-dC sensitizer; scaled so ellipticine positive control = 100%. activation, % at 7.58 µM. hit rate 0.055% among 360,000. AID 743238;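 active = mean normalized replicate activation at least 10% and every replicate at or above 10%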;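 also: 0% = median of on-plate neutral control wells and 100% = ellipticine 6 µM median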
#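 material = 68-5-11 XiGFP fibroblast line | medium = DMEM plus 5-aza-dC sensitizer | schedule = 3 days compound exposure | benchmarks = positive control ellipticine, 6 µM final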
# RAD52 inh: blocks human RAD52 DNA annealing; P43351; recombinant RAD52 DNA annealing, FRET fluorescence; inhibition, % at 18.7 µM; hit rate 0.46% among 360,000; AID 651710;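 active = every replicate showing at least 50% inhibition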
# E-selectin induc: E-selectin induction on HUVECs; P16581; HUVEC E-selectin immunofluorescence imaging; normalized: neutral wells 0, TNF-alpha wells 100; activation, % at 7.58 µM; hit rate 0.37% among 260,000; AID 686992;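 active = mean E-selectin-positive cell signal at least 10% of the positive control, reached in at least 60% of replicates, without over 20% cell loss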;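 also: in these data hits start at about 27%; measured in HUVEC primary endothelial cells; signal is the percent of cells scored E-selectin positive by PE staining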
# Target sequence (P16581 whole entry, looked up): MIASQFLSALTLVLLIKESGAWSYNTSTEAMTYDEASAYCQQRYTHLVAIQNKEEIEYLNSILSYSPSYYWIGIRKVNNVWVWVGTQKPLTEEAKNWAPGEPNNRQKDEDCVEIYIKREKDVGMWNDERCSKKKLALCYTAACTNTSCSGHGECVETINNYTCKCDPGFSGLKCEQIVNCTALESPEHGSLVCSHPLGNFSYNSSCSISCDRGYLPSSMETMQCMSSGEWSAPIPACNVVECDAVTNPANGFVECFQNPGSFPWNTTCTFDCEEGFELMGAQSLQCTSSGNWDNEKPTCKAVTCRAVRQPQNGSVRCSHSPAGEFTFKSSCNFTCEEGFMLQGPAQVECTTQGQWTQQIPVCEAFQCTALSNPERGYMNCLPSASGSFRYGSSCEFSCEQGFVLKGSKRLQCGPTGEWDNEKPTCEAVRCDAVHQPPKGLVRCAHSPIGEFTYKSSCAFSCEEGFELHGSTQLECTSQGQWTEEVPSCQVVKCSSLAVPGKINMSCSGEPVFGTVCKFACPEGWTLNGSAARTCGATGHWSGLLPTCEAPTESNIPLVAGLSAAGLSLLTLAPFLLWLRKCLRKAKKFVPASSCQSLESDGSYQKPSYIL
#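 Test system – human umbilical vein endothelial cells (HUVEC), E-selectin induction · Input – 3,000 HUVEC seeded per well · Buffer or medium – EGM-2, gelatin · Compound dosing – single-point compound dose · Detection – immunofluorescence imaging · Measure – percent E-selectin-positive cells · Controls – TNF-alpha high, DMSO low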
# RAD54 branch: blocks human RAD54 Holliday junction branch migration; hit rate 0.14% among 360,000; FAM/BHQ fluorescence; inhibition, % at 10.4 µM; Q92698;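 active = mean normalized replicate activity at least 40 and at least half of replicates scoring 40 or more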;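 also: 0% = median of neutral control wells and 100% = median of positive control wells; inhibitors cause a drop in the FAM fluorescence signal; in these data hits start at about 50%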
# An asterisk follows results filed as active; . = not tested or not shown; & = joins results of further samples. A portion of the library (hit frequency here may not be typical).
no.	Structure	GSIS activator	Casp6 inh	XiGFP reactiv	RAD52 inh	E-selectin induc	RAD54 branch
1	CC(C)NC(=O)N1C[C@@H]2C(c3ccc(Br)cc3)[C@H](C1)N2CC1CC1 (stereo not given in full)	-8&10	.	0.0&0.4	.	.	.
2	COc1ccccc1CCNC1CCCC(C)C1 (stereo not given)	10	.	0.5	.	.	.
3	Nc1ccc(Cl)cc1C(=O)c1ccccc1Cl	-11	.	0.3	.	.	.
4	Cc1cc(C=C2C(=O)N(C)C(=O)N(C)C2=O)c(C)n1-c1ccccc1	4	.	0.1	.	.	.
5	CC(=O)N1[C@@H]2Cn3c(ccc(-c4cccc(C(=O)N(C)C)c4)c3=O)[C@H]1[C@@H](C(=O)O)[C@@H]2CO	14	.	0.0	.	.	.
6	Cc1ccc(N2C(=O)NC(=O)/C(=C\c3ccc(N4CCOCC4)cc3)C2=O)cc1	-12	.	0.1	.	.	.
7	Fc1cccc(C2NCCc3[nH]cnc32)c1 (stereo not given)	-2	.	0.0	.	.	.
8	N#CCCn1cc(C(=O)Nc2ccccc2Br)c(-c2ccc3c(c2)OCCO3)n1	20	.	-0.1	.	.	.
9	CC(C)NC(=O)N1C[C@@H]2C(c3ccccc3)[C@H](C1)N2CC1CC1 (stereo not given in full)	11&0	.	0.1&0.0	.	.	.
10	CCOC(=O)C(=CNc1ccc(C(O)(C(=O)OCC)C(F)(F)F)cc1C)C(=O)OCC (stereo not given)	-34	.	1.0	.	.	.
11	CC(=O)N1C[C@@H]2C(c3ccc(Br)cc3)[C@H](C1)N2C (stereo not given in full)	-21&27	.	0.2&-0.1	.	.	.
12	CNC(=S)N/N=C1\C2CN3CCN(C2)CC1(c1ccccc1)C3	18	.	-0.1	.	.	.
13	CC1CC(NC(=O)C2C3CCC(O3)C2C(=O)O)CC(C)(C)C1 (stereo not given)	-42	.	0.0	.	.	.
14	Cc1cccc(OP(=O)(Oc2cccc(C)c2)OC(c2ccccc2)C(F)(F)F)c1 (stereo not given)	5	.	-0.3	.	.	.
15	O=C1NC(=O)N(CCNc2ncc(C(F)(F)F)cc2Cl)C(=O)C1Cc1ccc(Cl)cc1 (stereo not given)	2	.	0.0	.	.	.
16	C=C(C)Cn1c(=O)n(CC2CS2)c2ccccc21 (stereo not given)	69*	.	0.0	.	.	.
17	Cc1ccc(-c2nc3ccccc3c(=O)n2-c2ccncc2)cc1	9	.	1.3	.	.	.
18	C=CCc1cc(C=C2C(=O)N(C)C(=O)N(C)C2=O)cc(OCC)c1OCc1ccccc1	-26	.	-0.1	.	.	.
19	O=c1[nH]c(=S)n(-c2ccccc2)c(O)c1/C=N/N1CCOCC1	8	.	-0.1	.	.	.
20	Cc1nc2cc([N+](=O)[O-])ccc2c(=O)n1-c1ccccc1[N+](=O)[O-]	-5	.	0.0	.	.	.
21	Clc1ccccc1CNC1CN2CCC1CC2 (stereo not given)	14	.	-0.3	.	.	.
22	CCN(CC)S(=O)(=O)c1cc(NC(=O)C(C)N2CC=C(c3ccccc3)CC2)ccc1C (stereo not given)	-34	.	0.3	.	.	.
23	C=CCN1[C@@H]2CN(S(C)(=O)=O)C[C@H]1C2c1ccc(Br)cc1 (stereo not given in full)	17	.	0.2	.	.	.
24	Cc1cccc2c1=NC(=O)/C(=C/c1c(O)[nH]c(=O)[nH]c1=O)C=2	5	.	0.1	.	.	.
25	Cc1nc2cc(-c3cccc(F)c3)nn2c(C)c1CCC(=O)N1CCC2(CC1)OCCO2	.	-5	.	-3	.	-2
26	CCOC(=O)c1c(NC(=O)C(c2ccccc2)c2ccccc2)sc2c1C1CCN2CC1	.	0	.	-8	.	-14
27	Cc1cc(Cl)ccc1OCCCC(=O)NCc1cccs1	-32	.	0.0	.	.	1
28	Cc1nn(Cc2ccccc2Cl)c(C)c1C(=O)OCC(=O)N1CC(C)OC(C)C1 (stereo not given)	8	.	0.3	.	.	1
29	CCCCn1c(O)c(/C(CC)=N/N2CCCCC2c2cccnc2)c(=O)[nH]c1=S (stereo not given)	-9	.	0.0	.	.	-8
30	CCOc1ccc(NC(=O)c2c(C)nn(Cc3ccccc3)c2Cl)cc1	34	.	0.5	.	.	0

no.	Structure	GSIS activator	Casp6 inh	XiGFP reactiv	RAD52 inh	E-selectin induc	RAD54 branch
31	N#CSCC(=O)N1c2ccccc2CCc2ccccc21	-7	.	0.0	.	.	-6
32	CCn1c(=N)n(Cc2ccccc2F)c2ccccc21	25	.	-0.1	.	.	6
33	CSc1ncc(/C=C2/C(=O)NC(=O)N(c3ccc(C(C)C)cc3)C2=O)cn1	-14	.	0.3	.	.	-17
34	CN(C)c1ccc(C=C(C#N)C#N)cc1	21	.	0.1	.	.	9
35	O=P(NC(c1ccccc1)c1ccccc1)(Oc1ccccc1)Oc1ccccc1	40*	.	0.1	.	.	-7
36	CS(=O)(=O)NCc1nnc2n1-c1ccc(Cl)cc1C(c1ccccc1)=NC2	24	.	0.0	.	.	6
37	CCOC(=O)c1cc(CC)sc1/N=C/c1c(O)[nH]c(=S)[nH]c1=O	5	.	0.2	.	.	-10
38	COc1ccccc1Sc1ccccc1CC(C)N (stereo not given)	14	.	0.0	.	.	-1
39	CC(C)OP(=O)(OC(C)C)C(O)c1ccccc1F (stereo not given)	27	.	-0.1	.	.	0
40	C/C(=N\Nc1cccc2ccccc12)c1c(O)n(Cc2ccccc2)c(=O)[nH]c1=O	-18	.	0.1	.	.	-25
41	CC(=O)Nc1ccccc1C(=O)OCC(=O)c1ccccc1Cl	22	.	0.1	.	.	-2
42	O=C(c1cccnc1)c1cc2ccccc2[nH]1	16	.	0.2	.	.	3
43	CCC1CCCCN1CC(=O)c1ccc(OC(F)F)cc1 (stereo not given)	14	.	0.2	.	.	-5
44	c1ccc(-c2nc(N3CCOCC3)s[n+]2-c2ccccc2)cc1	21	.	0.1	.	.	2
45	O=[N+]([O-])c1ccc(N2CCCC2)cc1N/N=C1\CN2CCC1CC2	-16	.	0.2	.	.	21
46	Clc1ccc2c(c1)C(c1ccccc1Cl)=NCc1nnc(N3CCN(CCOc4ccccc4)CC3)n1-2	-26	.	0.0	.	.	0
47	O=c1[nH]c(=S)n(C2CC2)c(O)c1/C=N/Nc1ccccc1	4	.	0.1	.	.	1
48	Cc1ccc(/C=C2/C(=O)NC(=O)N(CCc3ccc(F)cc3)C2=O)s1	70	.	0.2	.	.	-6
49	Cc1c(C=O)c2ccccc2n1Cc1cccc(F)c1	-13	.	0.0	.	0.3	.
50	Cc1c(C(c2ccc(F)cc2)c2c(O)c3ccccc3oc2=O)c(=O)n(-c2ccccc2)n1C (stereo not given)	-10	.	0.0	.	0.4	.
51	O=c1[nH]c(=O)n(-c2ccccc2)c(O)c1/C=C1/C(c2ccccc2)=Nc2ccccc21	-26	.	0.2	.	0.9	.
52	CC1CCCN(C(=O)c2ccc(N3CC4CC(C3)c3cccc(=O)n3C4)c([N+](=O)[O-])c2)C1 (stereo not given)	10	.	0.0	.	0.2	.
53	N#CC1=C(N)Oc2c(c(=O)oc3ccccc23)C1c1ccccc1OC(=O)c1cccs1 (stereo not given)	-29	.	0.2	.	-0.4	.
54	O=c1c2ccccc2nc(/C=C/c2ccc3c(c2)OCO3)n1-c1cccc(O)c1	-7	.	0.0	.	-0.4	.
55	CC1CCN(C(=O)c2ccc(N3CC4CC(C3)c3cccc(=O)n3C4)c([N+](=O)[O-])c2)CC1 (stereo not given)	-4	.	0.0	.	7.7	.
56	Cc1c(C(c2ccccc2Cl)c2c(O)c3ccccc3oc2=O)c(=O)n(-c2ccccc2)n1C (stereo not given)	-3	.	0.0	.	0.5	.
57	O=C(CN1CC=C(c2ccccc2)CC1)Nc1c(Cl)cccc1Cl	-8	.	-0.1	.	-0.8	.
58	O=C(NC1CN2CCC1CC2)c1ccc(-c2ccc([N+](=O)[O-])cc2)o1 (stereo not given)	2	.	0.0	.	0.9	.
59	C/C(=N\N1CCN(C)CC1)c1c(O)n(Cc2ccccc2)c(=O)[nH]c1=O	26	.	0.2	.	1.7	.

# Molecules above with four or more nitrogen atoms:
no.	Structure	GSIS activator	Casp6 inh	XiGFP reactiv	RAD52 inh	E-selectin induc	RAD54 branch
8	N#CCCn1cc(C(=O)Nc2ccccc2Br)c(-c2ccc3c(c2)OCCO3)n1	20	.	-0.1	.	.	.
12	CNC(=S)N/N=C1\C2CN3CCN(C2)CC1(c1ccccc1)C3	18	.	-0.1	.	.	.
15	O=C1NC(=O)N(CCNc2ncc(C(F)(F)F)cc2Cl)C(=O)C1Cc1ccc(Cl)cc1 (stereo not given)	2	.	0.0	.	.	.
19	O=c1[nH]c(=S)n(-c2ccccc2)c(O)c1/C=N/N1CCOCC1	8	.	-0.1	.	.	.
20	Cc1nc2cc([N+](=O)[O-])ccc2c(=O)n1-c1ccccc1[N+](=O)[O-]	-5	.	0.0	.	.	.
25	Cc1nc2cc(-c3cccc(F)c3)nn2c(C)c1CCC(=O)N1CCC2(CC1)OCCO2	.	-5	.	-3	.	-2
29	CCCCn1c(O)c(/C(CC)=N/N2CCCCC2c2cccnc2)c(=O)[nH]c1=S (stereo not given)	-9	.	0.0	.	.	-8
33	CSc1ncc(/C=C2/C(=O)NC(=O)N(c3ccc(C(C)C)cc3)C2=O)cn1	-14	.	0.3	.	.	-17
36	CS(=O)(=O)NCc1nnc2n1-c1ccc(Cl)cc1C(c1ccccc1)=NC2	24	.	0.0	.	.	6
40	C/C(=N\Nc1cccc2ccccc12)c1c(O)n(Cc2ccccc2)c(=O)[nH]c1=O	-18	.	0.1	.	.	-25
45	O=[N+]([O-])c1ccc(N2CCCC2)cc1N/N=C1\CN2CCC1CC2	-16	.	0.2	.	.	21
46	Clc1ccc2c(c1)C(c1ccccc1Cl)=NCc1nnc(N3CCN(CCOc4ccccc4)CC3)n1-2	-26	.	0.0	.	.	0
47	O=c1[nH]c(=S)n(C2CC2)c(O)c1/C=N/Nc1ccccc1	4	.	0.1	.	.	1
52	CC1CCCN(C(=O)c2ccc(N3CC4CC(C3)c3cccc(=O)n3C4)c([N+](=O)[O-])c2)C1 (stereo not given)	10	.	0.0	.	0.2	.
55	CC1CCN(C(=O)c2ccc(N3CC4CC(C3)c3cccc(=O)n3C4)c([N+](=O)[O-])c2)CC1 (stereo not given)	-4	.	0.0	.	7.7	.
59	C/C(=N\N1CCN(C)CC1)c1c(O)n(Cc2ccccc2)c(=O)[nH]c1=O	26	.	0.2	.	1.7	.

# Assay outcomes as filed in PubChem.
